Source: PubChem BioAssay
Chronic BCR inh = qHTS Assay to Find Inhibitors of Chronic Active B-Cell Receptor Signaling. ABC-DLBCL IkBa-CBG/CBR reporter, luminescence ratio, 4 h. Potency, µM (titrated, usually from 46.1 µM), without a hit: at the highest dose ratio change, negative = lower green/red ratio, most hits filed as inhibitors. hit rate 0.05% among 340,000; active = well fitted inhibition curve with a large enough effect in the signal ratio, with a control signal flat, not every such curve was filed as active; inconclusive = small, poorly fitted or top-dose-only effect, or effect the other way, or a change in a side signal; the % refers to the signal ratio;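 also: potency is read from the fitted curve at half-maximal effect; plate controls were basal doxycycline-induced cells for no effect and cells given 10 µM MG132 for full effect; MG132 reads +100%, hits lower the ratio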
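Doxycycline induced both beetle luciferases in TMD8 lymphoma cells; IKK-driven degradation limits the IkappaBalpha-fused green signal, while red luminescence normalises for cell number and nonspecific effects. Compounds tested up to 46 uM, 4 hrs.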
Coupling enz = qHTS Assay for Inhibitors of Fructose-1,6-bisphosphate Aldolase from Giardia Lamblia: Coupling assay counterscreen. coupling enzyme system counterscreen, AmpLite Red fluorescence. activity change, negative = inhibition, % at 58.2 µM, hits read low. hit rate 0.67% among 290,000. AID 2472, 2010; in the data active = activity change below about -30%; also: % is scaled to controls: 0 for no effect and ±100 for the full control effect
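Counterscreen of the coupled detection system alone, without aldolase: glyceraldehyde-3-phosphate coupling enzymes plus AmpLite Red readout. Compounds at 57.5 uM final, 10 min RT preincubation, 20 min RT reaction, fluorescence 525/598 nm.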
Menin MLL FP TR = qHTS Assay for Inhibitors Targeting the Menin-MLL Interaction in MLL Related Leukemias: Competition With Texas Red Labeled MLL-derived Mutant Peptide; O00255; hit rate 0.23% among 270,000; Menin + Texas Red MLL mutant peptide, fluorescence polarization; Potency, µM (titrated, usually from 61.6 µM), without a hit: at the highest dose FP activity change, negative = inhibition, most hits filed as inhibitors; AID 1768, 2009; active = well fitted inhibition curve with a large enough effect in the polarisation, with a control signal flat, not every such curve was filed as active; inconclusive = small, poorly fitted or top-dose-only effect, or effect the other way, or a change in a side signal; inactive = no such curve, though single readings can be large or run the other way; the % refers to the polarisation; also: potency is read from the fitted curve at half-maximal effect; % of control where 0% means no effect; many of its hits are not listed in these tables
TSG101-PTAP inh = qHTS Assay for Iinhibitors of HIV-1 Budding by Blocking the Interaction of PTAP/TSG101; Tumor susceptibility gene 101 protein (Homo sapiens), Q99816; Fluorescence polarization, FITC-PTAP peptide / Tsg101 binding; Potency, µM (top dose mostly 115 µM), inactives show at the top dose activity change, negative = inhibition, actives largely listed as inhibitors; 340,000 tested, under 10 active; active = well fitted inhibition curve with a large enough effect in the main read-out, with a control signal flat, not every such curve was filed as active; inconclusive = small, poorly fitted or top-dose-only effect, or effect the other way, or a change in a side signal; inactive = no such curve, though single readings can be large or run the other way; also: potency is read from the fitted curve at half-maximal effect; % of control where 0% means no effect
Target sequence (Q99816 whole entry, looked up): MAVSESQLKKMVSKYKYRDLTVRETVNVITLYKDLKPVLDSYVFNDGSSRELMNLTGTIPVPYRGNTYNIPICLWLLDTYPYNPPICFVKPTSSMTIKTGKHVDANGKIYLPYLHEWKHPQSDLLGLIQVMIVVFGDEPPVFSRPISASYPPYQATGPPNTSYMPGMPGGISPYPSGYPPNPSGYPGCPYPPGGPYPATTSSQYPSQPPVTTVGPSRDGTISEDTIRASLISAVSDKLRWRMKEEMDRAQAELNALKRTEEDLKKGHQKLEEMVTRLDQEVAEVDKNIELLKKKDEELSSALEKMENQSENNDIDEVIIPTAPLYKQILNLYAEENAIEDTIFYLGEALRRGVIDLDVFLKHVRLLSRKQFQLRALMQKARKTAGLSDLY
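Fluorescence anisotropy tracks displacement of a FITC-tagged PTAP peptide (50 nM) from the Tsg101 binding domain (10 uM), following a 20 min room-temperature incubation at pH 7.5.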
Tb PFK inh = qHTS Assay to Find Inhibitors of T. brucei phosphofructokinase. ATP-dependent 6-phosphofructokinase (Trypanosoma brucei brucei), O15648. T. brucei PFK, ADP-Glo luminescence. Potency, µM (series often up to 57.5 µM), without a hit: at the highest dose activity, negative = inhibition, hits mostly inhibitors. hit rate 0.17% among 330,000. AID 485367, 2010;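 also: potency is read from the fitted curve at half-maximal effect; 0% = uninhibited 1x PFK enzyme wells and -100% = no-enzyme wells; nearly all actives have a fitted effect of over 60% in size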
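ADP-Glo luminescence quantified ADP after 45 min at room temperature, with 1.25 nM T. brucei PFK, 0.1 mM ATP and 0.5 mM fructose-6-phosphate in pH 8.0 TEA buffer. qHTS titrations up to 57 µM; curves classified by quality.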
PKM2 activator = qHTS Assay for Activators of Human Muscle isoform 2 Pyruvate Kinase; AID 1631, 2009; purified PKM2, Kinase-Glo ATP luminescence, activation; response scale: 0% is enzyme alone, no compound; Pyruvate kinase PKM (Homo sapiens), P14618; Potency, µM (doses to about 57.5 µM), without a hit: at the top dose activation, most hits filed as activators; hit rate 0.34% among 260,000; also: potency is read from the fitted curve at half-maximal effect; % is scaled to controls: 0 for no effect and ±100 for the full control effect; nearly all actives have a fitted effect of over 55% in size
Target sequence (P14618 whole entry, looked up, canonical isoform): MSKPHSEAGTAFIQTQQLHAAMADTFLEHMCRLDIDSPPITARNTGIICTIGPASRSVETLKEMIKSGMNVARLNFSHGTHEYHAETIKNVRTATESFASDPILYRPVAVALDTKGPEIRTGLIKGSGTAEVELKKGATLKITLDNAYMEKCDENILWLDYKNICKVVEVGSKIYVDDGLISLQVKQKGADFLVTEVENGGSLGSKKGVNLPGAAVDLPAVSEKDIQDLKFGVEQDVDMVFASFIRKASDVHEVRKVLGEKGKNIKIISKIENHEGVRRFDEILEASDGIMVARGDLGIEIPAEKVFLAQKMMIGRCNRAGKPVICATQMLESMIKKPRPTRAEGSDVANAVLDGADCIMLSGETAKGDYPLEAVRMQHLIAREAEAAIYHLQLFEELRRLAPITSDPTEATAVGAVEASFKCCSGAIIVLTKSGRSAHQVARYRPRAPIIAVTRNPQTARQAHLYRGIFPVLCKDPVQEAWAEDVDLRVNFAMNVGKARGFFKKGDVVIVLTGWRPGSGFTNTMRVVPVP
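Kinase-Glo luminescence reports ATP generated from ADP (0.1 mM) and PEP (0.5 mM) by purified hPK-M2 after 1 h at room temperature, pH 7.2 imidazole buffer; intermediate enzyme activity allows detecting inhibitors and activators.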
Integrin act MD = qHTS for Activators of Integrin-Mediated Alleviation for Muscular Dystrophy. alpha7betagal myoblasts, beta-gal FDG fluorescence, 48 h. Potency, µM (doses to about 38.3 µM), for the others: at the top dose activation, hits mostly activators. hit rate 0.064% among 350,000. AID 624291, 2012;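 also: potency is read from the fitted curve at half-maximal effect; 100% = response of the positive control SU9516; nearly all actives have a fitted effect of over 60% in size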
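Alpha7betagal+/- myoblasts (passage 13) were plated 16-24 hr, then exposed to compounds (1:260 dilution of DMSO stock) for 48 hours at 37C. After MPER lysis, β-galactosidase reporter activity was read as FDG fluorescence (ex 480/em 540) after 30 minutes.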
GALK inhibitor = qHTS Assay for Inhibitors of Human Galactokinase (GALK); Purified GALK, Kinase-Glo residual ATP luminescence; hit rate 0.007% among 270,000; AID 1868, 2009; Potency, µM (top dose mostly 57.5 µM), for inactives: at the top dose activity change, negative = inhibition, actives largely listed as inhibitors; also: potency is read from the fitted curve at half-maximal effect; % is scaled to controls: 0 for no effect and ±100 for the full control effect
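Luminescence from leftover ATP (Ultra-Glo luciferase/luciferin) served as read-out after a 1 h room-temperature reaction of 5 nM GALK with 35 uM ATP and 100 uM galactose.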
S-ASM inh = Inhibitors of Secretory Acid Sphingomyelinase (S-ASM): qHTS; Sphingomyelin phosphodiesterase (Homo sapiens), P17405; placental ASM, HMU-PC fluorogenic substrate, 60 min; Potency, µM (doses to about 57.5 µM), for the others: at the highest dose activity change, negative = inhibition, most hits filed as inhibitors; hit rate 0.006% among 340,000; also: potency is read from the fitted curve at half-maximal effect
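Human placenta-derived ASM enzyme was preincubated with compound for 10 minutes at room temperature, then given fluorogenic substrate HMU-PC0 (9 uM final) for 60 minutes at 37 °C; a pH 10 stop preceded fluorescence reading at Ex 386/Em 447 nm.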
B2AR arrestin = qHTS assay of beta-arrestin-biased ligands of beta2-adrenergic receptor; beta-arrestin recruitment to beta2AR, cell-based reporter; Potency, µM (top dose mostly 46.1 µM), for the others: top-dose activation, hits mostly activators; hit rate 0.02% among 330,000; AID 492947, 2010;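 also: potency is read from the fitted curve at half-maximal effect; 0% = DMSO controls and full agonism = EC100 isoproterenol or metaproterenol; nearly all actives have a fitted effect of over 65% in size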
Giardia killer = Small Molecules that selectively kill Giardia lamblia: qHTS; Giardia lamblia trophozoite viability; hit rate 0.15% among 340,000; activity change, % at 7.66 µM, hits read low; in the data active = activity change below about -80%; inconclusive = between about -30% and that limit;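 also: parasites exposed to compound for two days anaerobically before the ATP read; % is scaled to controls: 0 for no effect and ±100 for the full control effect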
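Trophozoites 100 cells/well + cpd; 48 hrs, 37 deg C, anaerobic. ATPLite 1-Step added, 15-30 min RT, luminescence read (ATP-based viability).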
The depositor's hits bear a star; i = inactive; ? = inconclusive; · = no result given; [ ] = dose if it differs, or a comment. Unless noted, calls follow the shape of the dose curve; as a rule, active = well fitted curve in the direction sought with a large enough effect; inconclusive = small, poorly fitted or top-dose-only effect, or another doubt; inactive = no such curve, though single readings can be large; an effect the other way counts as inactive or inconclusive.

structure	Chronic BCR inh	Coupling enz	Menin MLL FP TR	TSG101-PTAP inh	Tb PFK inh	PKM2 activator	Integrin act MD	GALK inhibitor	S-ASM inh	B2AR arrestin	Giardia killer
COc1ccc(N(CC(=O)Nc2cccnc2)S(=O)(=O)c2ccccc2)cc1Cl	-2%	-1	11%	-1%	0%	·	-19%	5%	1%	-0.2%	-12
N#C/C(C(=O)N1CCOCC1)=C1\Nc2ccccc2S1	?	13	-6%	-8%	6%	-3%	39%	0%	3%	-0.4%	-10
CN(C(=O)c1ccccc1C(=O)OCC(=O)NC(=O)NC(C)(C)C)C1CCCCC1	?	0	?	-1%	-5%	-1%	5%	-2%	-1%	2.7%	13
COc1ccc(CCNC(=O)c2noc3c2CCCC3)cc1OC	-15%	1	-16%	-2%	-1%	0%	11%[7.66 µM]	-1%	-2%	-0.1%	-12
COC(=O)CCC(=O)Nc1ccc(NC(C)=O)cc1	-2%	2	2%	-7%	5%	1%	0%	0%	3%	-0.2%	?
O=C(NCc1ccco1)C1CCC(CNS(=O)(=O)c2cccc3cccnc23)CC1 (stereo not given)	?	3	-9%	-6%	-5%	-7%	-5%	1%	0%	0.0%	25
CN(NC(=O)CN1C(=O)c2ccccc2C1=O)C1=NS(=O)(=O)c2ccccc21	1%	-1	1%	-1%	-2%	-26%	20%	1%	0%	0.0%	6
O=C(Nc1nc(-c2ccc3c(c2)Cc2ccccc2-3)cs1)c1ccccc1	8%	1	16µM*	2%	0%	-12%	0%	0%	5%	-0.2%	-4
Cc1nn(C(C)C(=O)N2CCOCC2)c(C)c1[N+](=O)[O-] (stereo not given)	-13%	4	2%	0%	-8%	-6%	?	0%	-1%	-0.1%	-6
C=CCC1NS(=O)(=O)OC2CCCC12 (stereo not given)	-3%	0	-8%	·	1%	2%	0%	·	2%	-1.2%	5
C/C(N)=C(/C#N)C(=O)CSc1cc(C)c2ccccc2n1	?	4	2%	-3%	0%	0%	?	-4%	1%	0.1%	12
CCn1c(C)nc2cc(C(=O)N/N=C/c3ccc(OC)cc3)ccc21	1%	-2	-13%	0%	-1%	1%	17%	-1%	-3%	-0.2%	-23
Cc1cnc(CN(C)C(=O)c2ccc3oc(Cc4ccccc4)nc3c2)[nH]1	-4%	·	·	-7%	1%	0%	5%	0%	·	0.5%	2
CC1(C)CC(=O)c2sc(NS(C)(=O)=O)nc2C1	·	0	-10%	-2%	·	-3%	3%	-3%	2%	·	4
O=C(CCCOc1ccc(Br)cc1)NCCc1ccc(OC(F)F)cc1	14%	1	0%	-3%	3%	-2%	-30%	-2%	-2%	0.4%	-7
CC1CN(C(=O)C(C)N2CCN(c3ccccc3Cl)CC2)CC(C)O1 (stereo not given)	-4%	4	1%	1%	2%	-2%	-5%	10%	3%	0.0%	15
O=C(CCSc1ccccc1)N1CCN(c2ccccc2F)CC1	?	0	?	-2%	2%	28%	-28%	0%	0%	0.0%	-2
CC(C)NC(=O)N(C)C[C@@H]1Oc2c(NC(=O)C3CCOCC3)cccc2C(=O)N([C@@H](C)CO)C[C@H]1C	?	·	·	-3%	-4%	·	12%	·	6%	-0.3%	-7
CC1C2(C)OC(=N)C(C#N)(C(C)O2)C1(C#N)C#N (stereo not given)	2%	-9	·	-1%	3%	16%	-21%	1%	i	0.1%	1
CCOC(=O)NC(CC(=O)O)c1ccc(OCC)cc1 (stereo not given)	3%	·	-11%	-2%	2%	5%	-2%	-4%	0%	-1.0%	-6
COc1ccc(C(=O)NN2C(=S)N(c3ccc(OC)cc3)C(=O)C2CC(N)=O)cc1 (stereo not given)	?	1	·	1%	-4%	3%	-14%	·	2%	0.2%	7
COc1ccc(-c2oc3cccnc3c2C#CC2(O)CCCCC2)cc1	8%	-1	-2%	-5%	3%	-1%	-7%	·	74%	-1.1%	6
N#Cc1ccc(S(=O)(=O)NC2CC2)cc1	-15%	0	0%	0%	0%	·	0%	7%	5%	0.0%	-7
O=C1CN(C(=O)CSc2nc3ccccc3c(=O)n2CCCN2CCOCC2)c2ccccc2N1	10%	2	·	-5%	1%	3%	20%	6%	0%	-0.1%	9
CC1(C)CC(=O)C(C(c2cccc([N+](=O)[O-])c2)C2C(=O)CC(C)(C)CC2=O)C(=O)C1	6%	4	16%	0%	0%	14%	-4%	1%	7%	-0.3%	5
COc1ccc(NC(=O)CSCC(=O)Nc2nnc(CC(C)C)s2)cc1	4%	·	·	-6%	22%	·	-6%	·	10%	-0.6%	1
O=C(c1ccccc1)c1ccc(N2CCNCC2)cc1	-12%	4	23%	·	-3%	12%	·	-1%	·	-0.9%	·
CC(NC(=O)Cn1cccc1)c1ccccc1 (stereo not given)	-1%	1	-11%	0%	-12%	·	7%	3%	-3%	1.2%	21
COCCNC(=S)NCCc1ccc(Cl)cc1Cl	-2%	0	12%	0%	-6%	3%	-22%	5%	-3%	0.1%	11
O=C(Nc1ccccc1C(=O)Nc1nnc(C(F)(F)F)s1)c1ccccc1Cl	?	-11	·	-9%	0%	0%	-82%[inhibitor]	-7%	6%	-0.1%	-8
Cc1ccc(CNC(=O)COC(=O)CCCOc2ccc(Cl)cc2Cl)cc1	3%	0	-6%	-2%	0%	-6%	2%	1%	-4%	-0.2%	-4
CSc1ccccc1NC(=O)CN(Cc1ccccc1)S(C)(=O)=O	-4%	1	-8%	-7%	-5%	2%	14%	0%	7%	-0.2%	13
COc1ccc(/C=N/n2c(N)c(S(=O)(=O)c3cccs3)c3nc4ccccc4nc32)cc1OC	1%	1	-6%	-2%	-1%	4%	12%	0%	211%[activator]	-0.3%	-13
O=C(O)c1nn(-c2ccccc2)nc1-c1nn(-c2ccccc2)nc1C(=O)O	10%	9	5%	-10%	?	5%	15%	-1%	14%	-0.8%	12
C/C(=N\NC(=O)c1ccco1)c1cc(Cl)sc1Cl	-13%	·	·	-3%	-12%	-6%	-35%	-5%	-2%	-0.2%	3
O=C(NC(=S)Nc1ccccc1N1CCCCC1)c1ccccc1	3%	-2	-1%	-3%	-2%	0%	0%	0%	-4%	-0.6%	-19
CCOC(=O)C1CCCN(C(=O)c2sc3nc(-c4ccccc4)cn3c2C)C1 (stereo not given)	?	-2	7%	-6%	-3%	1%	24%	2%	0%	10%	-2
CCN(CC)C(=O)c1nn(Cc2ccccc2)c(=O)c2ccccc12	-4%	·	·	-1%	0%	·	27%	2%	-3%	0.5%	-6
Cc1c([N+](=O)[O-])cc(S(=O)(=O)Nc2ccncc2)cc1[N+](=O)[O-]	5%	0	3%	-3%	1%	2%	-17%	8%	0%	-0.2%	-14
C=CCSC1=C(C#N)C(c2ccccc2OC)CC(=O)N1 (stereo not given)	-4%	1	3%	-2%	-2%	-8%	10%	6%	3%	0.4%	25
CC(C)C(NC(=O)c1c(F)cccc1F)C(=O)NNC(=O)c1ccccc1 (stereo not given)	0%	·	·	-3%	-6%	·	0%	·	4%	8.0%	?
Cc1ccccc1C(=O)N1CCC(C(=O)N2CCN(Cc3ccc4c(c3)OCO4)CC2)CC1	?	·	·	1%	-3%	·	8%	·	3%	-0.6%	7
Cc1nonc1C1CCCN1C(=O)c1cc(COc2ccc(F)cc2Cl)on1 (stereo not given)	-12%	1	29%	1%	-7%	1%	15%	2%	-9%	0.2%	13
CCOc1ccc(OCCNC2CCCC2)cc1	-7%	-3	-16%	1%	-7%	-15%	-14%	-4%	4%	0.0%	24
CCCc1cc(=O)n2[nH]c(-c3ccccc3)cc2n1	?	-6	11%	-5%	-2%	-9%	-4%	-3%	2%	-0.2%	6

Not all compounds are listed, so the mix of outcomes need not match the whole.
